Screening results: PubChem, Sanford-Burnham Center for Chemical Genomics
PfG6PD inh: PfG6PD (Plasmodium falciparum) enzyme inhibition; 350,000 compounds, 0.78% hits; inhibition, % at 20 µM; PfGluPho enzyme, NADPH resazurin-diaphorase fluorescence; AID 504690;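 active = inhibition reaching at least a set limit at 20 µM in the primary screen, cut at about 59% in these data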;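 also: 0% = DMSO wells with substrate and 100% = DMSO wells lacking glucose-6-phosphate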
HKDC1 inh: blocks human hexokinase HKDC1 activity; 340,000 compounds, 0.16% hits; AID 493160; recombinant HKDC1, G6PDH/diaphorase resazurin coupled fluorescence; inhibition, % at 20 µM;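 active = inhibition above about 35% when tested at 20 µM, limit read from the data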;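 also: plate controls were DMSO wells with enzyme for no effect and DMSO wells lacking enzyme for full effect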
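Test system: recombinant HKDC1 (HK5) hexokinase enzyme, produced in-house / Doses: 20 µM test compound, 1% DMSO / Timing: 90 min, room temperature / Detection: G6PDH/diaphorase-coupled fluorescence, 1 mM NADP, 100 µM resazurin, 525/613 nm / Control set: DMSO wells with and without enzyme mix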
SENP7 block: inhibitors of human SENP7 protease; inhibition, % at 5 µM; recombinant SENP7, Z-RLRGG-aminoluciferin luminescence, 40 min; 330,000 compounds, 1.5% hits; Q9BQF6;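 active = inhibition above about 50% at the single test dose, limit read from the data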;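 also: plate controls were DMSO with enzyme for no effect and no enzyme buffer wells for full effect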
Target sequence (Q9BQF6 706-1050 limits assumed): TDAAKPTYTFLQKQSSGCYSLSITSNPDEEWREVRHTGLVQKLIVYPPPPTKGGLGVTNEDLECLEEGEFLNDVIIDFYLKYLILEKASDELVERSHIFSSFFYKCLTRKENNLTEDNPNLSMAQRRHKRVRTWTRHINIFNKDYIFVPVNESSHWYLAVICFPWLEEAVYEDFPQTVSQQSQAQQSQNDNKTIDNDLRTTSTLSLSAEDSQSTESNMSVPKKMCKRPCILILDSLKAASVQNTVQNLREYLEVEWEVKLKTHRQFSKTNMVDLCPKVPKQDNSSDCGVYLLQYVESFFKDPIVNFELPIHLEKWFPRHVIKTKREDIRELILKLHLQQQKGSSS
NALP3 yeast inh: NALP3 inhibition in yeast. Yeast reconstituted NLRP3/ASC/caspase-1, beta-gal luminescence, 24 h. inhibition, % at 10 µM. AID 2825. 330,000 compounds, 0.39% hits;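 active = inhibition of 50% or more; inactive = inhibition below 50%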;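 also: plate controls were induced DMSO wells for no effect and uninduced yeast grown without galactose for full effect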
SENP1 inh: blocks the human SENP1 SUMO protease catalytic domain | 360,000 compounds, 0.21% hits | inhibition, % at 10 µM | recombinant SENP1 catalytic domain, CyPet-SUMO1-YPet FRET cleavage | AID 624204;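 active = inhibition at least 30% at 10 µM, raw YFP signal under a set limit, fluorescence ratio 0.5 to 1.5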;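 also: 0% = enzyme with DMSO and 100% = no enzyme wells; some results filed as inactive read as strong as hits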
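Test system: hSENP1 catalytic domain, recombinant; Amount: 20 pM final SENP1 enzyme; Medium: Tris pH 8 buffer plus EDTA, NaCl, BME, BSA, NP40, catalase; Schedule: 50 min enzyme reaction, room temperature, light-protected; Technique: FRET fluorescence in CFP and YFP emission channels; Controls: no-enzyme wells low, DMSO-plus-enzyme wells high control.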
Apaf-1 inh: blocks human Apaf-1 apoptosome activity; O14727; reconstituted apoptosome caspase-3 activity, DEVD-Rh110 fluorescence; inhibition, % at 20 µM; 330,000 compounds, 0.71% hits; active = inhibition of at least 40% at 20 µM;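 also: plate controls were DMSO wells for no effect and DEVD-CHO caspase inhibitor wells for full effect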
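Assay system – apoptosome proteins · Medium – Hepes buffer, pH 7.5 · Also added – cytochrome c with DEVD-Rh110 · Timing – 30 min compound preincubation, 50 min activation, room temperature · Detection – Rh110 fluorescence, excitation 480 nm, emission 540 nm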
SENP8 block-1: inhibitors of human SENP8 protease. Q96LD8. purified SENP8, Z-RLRGG-aminoluciferin cleavage, luminescence. inhibition, % at 10 µM. 330,000 compounds, 1.2% hits. AID 2540; in the data active = inhibition above about 50%
Target sequence (Q96LD8 whole entry, looked up): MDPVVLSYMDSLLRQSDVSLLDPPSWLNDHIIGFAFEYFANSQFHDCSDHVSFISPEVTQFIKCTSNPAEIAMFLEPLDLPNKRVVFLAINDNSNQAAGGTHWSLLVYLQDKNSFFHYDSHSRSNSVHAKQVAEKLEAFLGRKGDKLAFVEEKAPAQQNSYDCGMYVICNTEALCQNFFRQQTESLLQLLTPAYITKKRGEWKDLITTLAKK
SENP6 block: SENP6 protease inhibition. AID 2599. Recombinant SENP6 catalytic domain, aminoluciferin luminescence. inhibition, % at 10 µM. Q9GZR1. 330,000 compounds, 1.8% hits;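 active = inhibition above about 50% at the single tested dose, limit read from the data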;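 also: plate controls were DMSO wells with enzyme for no effect and DMSO wells lacking enzyme for full effect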
Target sequence (Q9GZR1 628-1112 limits assumed): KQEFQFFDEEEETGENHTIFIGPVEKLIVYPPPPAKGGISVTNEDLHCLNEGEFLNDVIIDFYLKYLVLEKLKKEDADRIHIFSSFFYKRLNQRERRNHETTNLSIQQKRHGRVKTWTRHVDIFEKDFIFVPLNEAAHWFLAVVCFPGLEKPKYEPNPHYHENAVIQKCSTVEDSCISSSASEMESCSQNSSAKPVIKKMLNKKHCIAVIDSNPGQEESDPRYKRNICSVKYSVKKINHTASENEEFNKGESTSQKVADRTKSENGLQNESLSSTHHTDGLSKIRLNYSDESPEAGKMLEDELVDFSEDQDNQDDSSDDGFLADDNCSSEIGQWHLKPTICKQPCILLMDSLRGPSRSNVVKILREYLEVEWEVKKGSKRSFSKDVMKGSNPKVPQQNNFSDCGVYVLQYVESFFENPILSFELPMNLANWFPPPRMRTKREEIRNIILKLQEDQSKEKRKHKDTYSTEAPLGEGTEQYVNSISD
SENP8 block-2: SENP8 (human) protease inhibition; 360,000 compounds, 0.64% hits; recombinant SENP8, Nedd8 substrate fluorescence; AID 602440; inhibition, % at 20 µM; Q96LD8; in the data active = inhibition mostly above about 40%, no sharp cut-off; inactive = mostly below about 27%
The depositor's hits bear a star; nt = not tested or not shown.

#	Structure	SENP8 block-1	SENP8 block-2	NALP3 yeast inh	Apaf-1 inh	SENP1 inh	SENP6 block	SENP7 block	PfG6PD inh	HKDC1 inh
1	COc1ccc2oc(C(=O)N3CCc4ccccc43)c(C)c2c1	95.7*	3.3	17.2	16.8	-7.7	95.8*	99.9*	11.1	-1.1
2	COc1ccc(/C=C(\C#N)C(=O)OCC(=O)NCc2ccc(Cl)cc2)cc1	-3.3	nt	-9.1	-0.4	nt	-17.1	1.4	nt	nt
3	O=c1c(Cc2ccccc2)c(O)ccn1Cc1ccc2c(c1)OCO2	0.3	6.6	-8.5	-0.8	3.3	-37.8	0.0	6.0	-6.7
4	CC(C)OCc1ccc(C(=O)N2CCN(S(=O)(=O)c3ccc(Br)s3)CC2)cc1	-4.4	16.2	18.2	16.2	0.0	-7.9	2.5	-6.0	-2.0
5	CCOc1cc(NS(=O)(=O)c2ccc(NC(C)=O)cc2)c(OCC)cc1NC(=O)C(C)C	7.4	22.3	-8.4	-18.9	-35.5	4.3	1.5	2.6	-7.0
6	Cc1[nH]c2ccccc2c1C(=O)CN1CC(C)CC(C)C1 (stereo not drawn)	-9.3	6.9	-5.4	1.6	-2.7	-5.9	-1.7	5.6	-1.3
7	Nc1ccc(-c2ncc(-c3ccccc3)o2)cc1	61.2*	-346.2	25.2	17.1	-0.7	72.9*	68.9*	-1.4	-4.5
8	Cc1ccc(C)c(C(=O)CSc2nc3ccccc3c(=O)[nH]2)c1	-6.2	7.6	23.3	9.5	0.7	-17.6	-2.3	8.3	-13.3
9	O=c1cc(CN2CCN(c3ccc(O)cc3)CC2)nc2scc(-c3ccccc3)n12	3.6	5.2	11.7	0.7	-4.8	18.0	7.8	65.4*	7.4
10	COc1nc(NC2CCCCC2)nc(NC(C)(C)C)n1	3.7	17.6	-1.5	-0.3	1.3	-10.3	5.8	-5.3	4.8
11	O=C(O)CN1C(=O)/C(=C\c2ccccc2OCc2ccc(Cl)cc2)SC1=S	4.2	9.6	3.2	4.8	0.5	-18.8	-0.8	-25.3	10.4
12	Cc1sc2ncnc(N3CCC(C(=O)NNC(=O)COc4cccc(C(F)(F)F)c4)CC3)c2c1C	13.8	-6.1	20.6	21.6	2.2	-3.4	-6.0	-12.6	2.0

Next part
#	Structure	SENP8 block-1	SENP8 block-2	NALP3 yeast inh	Apaf-1 inh	SENP1 inh	SENP6 block	SENP7 block	PfG6PD inh	HKDC1 inh
13	Fc1ccccc1/C=N/Nc1ccc(Cl)nn1	0.1	10.6	12.0	4.4	0.5	1.7	4.5	2.4	-0.9
14	Cn1c(-c2sccc2OCc2ccccc2)n[nH]c1=S	9.6	-94.8	23.5	-289.1	2.3	0.8	1.1	27.9	-2.3
15	Nc1ccccc1NC(=O)c1ccccc1	-11.4	16.2	15.6	10.0	-0.2	-23.5	-10.2	-5.7	-7.8
16	CCOC(=O)c1nc(NCCc2ccccc2)sc1C	-5.1	-0.8	2.8	17.0	1.6	-25.8	6.6	8.5	1.6
17	CCOc1ccccc1-n1c(N)c(C(N)=O)sc1=S	-3.1	18.8	-12.5	-4.1	-0.7	10.3	-2.4	17.9	-4.5
18	CCN1C(=O)C(c2ccc(O)cc2)(c2ccc(O)cc2)c2ccccc21	-5.4	6.4	9.7	3.1	1.7	6.6	0.5	-31.6	-1.8
19	CCCCC[n+]1ccn(C2=C([O-])c3ccccc3C(=O)/C2=N\S(=O)(=O)c2ccccc2)c1	22.4	67.4*	14.9	52.9*	-1.1	25.3	18.4	1.9	-1.8
20	CCc1ccccc1N(C(C)=O)c1nc(CN=C=S)cs1	-7.9	13.4	11.4	13.1	-1.6	-7.1	-6.5	12.7	-9.3
21	COc1ncnc2c1oc1nc(C)c3c(c12)CC(C)(C)OC3	-7.1	14.2	23.1	-3.1	-1.6	5.4	-2.6	12.2	20.3
22	CCc1ccc(NC(=O)C(=O)NCC2CCCN2S(=O)(=O)c2cccs2)cc1 (stereo not drawn)	13.1	6.2	9.3	21.0	-7.0	-16.4	1.8	6.6	-3.5
23	COCCNC(=O)c1ccc2c(=O)n(CCCN3CCCC3=O)c(=S)[nH]c2c1	-0.4	1.5	12.1	-5.4	0.3	8.1	8.3	-14.0	-4.0
24	O=C(Cn1ccn(-c2ccc(F)c(Cl)c2)c(=O)c1=O)NCCc1ccccc1	-7.4	1.1	25.9	2.4	1.4	-13.5	3.9	-4.2	-2.5

Additional records
#	Structure	SENP8 block-1	SENP8 block-2	NALP3 yeast inh	Apaf-1 inh	SENP1 inh	SENP6 block	SENP7 block	PfG6PD inh	HKDC1 inh
25	Cc1ccc(-c2cc(C(=O)NN3CCOCC3)c3cc(Br)ccc3n2)o1	-0.8	-433.1	8.6	-12.1	-31.4	-2.1	5.7	26.5	-2.3
26	CCOCCCNC(=S)NCCCNc1nc2c(C)c(C)ccc2cc1C#N	nt	-368.5	nt	nt	-117.2	nt	nt	42.1	-4.4
27	CCc1cc(C(=O)NC2CCCN(Cc3ccccc3F)C2)n(C)n1 (stereo not drawn)	-5.4	-5.0	8.2	4.7	0.0	-1.6	1.6	0.4	-0.6
28	CC(C)CCN1CC(C(=O)NC(C)C)CC1=O (stereo not drawn)	0.4	9.0	-2.4	-30.2	0.5	-4.8	4.1	8.6	5.9
29	Cc1ccc(CNC(=O)CCCOc2cc(=O)n(C)c3ccccc23)o1	4.3	-2.0	-12.9	-6.3	0.1	6.7	-0.3	2.0	-5.0
30	CC(C)[C@@H](NC(=O)C1CCN(C(=O)[C@@H]2CCCN2C(=O)OC(C)(C)C)CC1)C(=O)NCc1ccc(F)cc1	-12.2	37.5	7.6	3.9	1.8	-13.8	-12.0	-5.3	-6.2
31	O=[N+]([O-])c1cccc(S(=O)(=O)c2ccc(NCCO)c([N+](=O)[O-])c2)c1	-2.2	34.9	14.3	4.7	3.7	-4.8	2.7	-21.1	-2.2
32	O=C(CSc1nnc(-c2ccncc2)n1Cc1ccco1)Nc1nccs1	-8.3	7.0	1.5	10.2	-0.4	-4.2	-3.0	-14.0	1.9
33	C[C@@H]1CN([C@H](C)CO)C(=O)c2cccc(NS(=O)(=O)c3cccs3)c2O[C@H]1CN(C)Cc1ccccc1	-7.4	5.6	10.5	7.9	0.5	1.8	11.8	0.2	-2.3
34	COCCN1CN=C(NS(=O)(=O)c2ccc(C)cc2)NC1	-5.1	8.7	10.5	-11.7	1.2	-1.0	-3.9	-7.0	4.8
35	Cc1ccc(-n2nc(C)c3c(C)c(CCC(=O)NCC4CCCO4)c(=O)n(C)c32)cc1 (stereo not drawn)	-2.9	-19.6	18.9	11.1	2.0	4.9	9.0	22.4	-6.1
36	O=C(CN1CCN(c2ccccc2O)CC1)Nc1cc([N+](=O)[O-])ccc1Cl	-3.6	19.2	15.0	7.4	2.8	-15.8	-0.7	25.3	13.1

The list continues.
#	Structure	SENP8 block-1	SENP8 block-2	NALP3 yeast inh	Apaf-1 inh	SENP1 inh	SENP6 block	SENP7 block	PfG6PD inh	HKDC1 inh
37	CCc1c(C)nc2ncnn2c1NCc1cccs1	-2.3	9.3	5.2	-21.4	-3.8	-22.8	-1.9	3.3	-4.2
38	CCOC(=O)Cn1c(=O)c2c(nc(Br)n2Cc2ccc(Cl)cc2)n(C)c1=O	0.8	nt	-13.3	13.2	nt	5.1	5.2	-9.1	-0.8
39	Cc1ccc(-c2ccc(CCC(=O)O)n2NC(=O)c2ccco2)cc1	-3.1	-259.6	7.6	4.0	-17.5	-18.6	-3.3	-33.0	-6.9
40	Cc1ccc(S(=O)(=O)c2nc(S(=O)(=O)c3ccccc3)sc2N2CCN(C)CC2)cc1	3.2	7.5	-2.5	-3.2	0.9	10.8	2.7	10.7	-5.0
41	CN(C1CCCCC1)S(=O)(=O)c1cn(C)c(=O)n(C)c1=O	-14.9	10.3	13.5	1.2	0.0	-11.0	-9.9	13.5	-2.1
42	CCC(C)c1ccccc1N1CC(C(=O)NCCc2ccc(OC)c(OC)c2)CC1=O (stereo not drawn)	-7.2	11.6	19.8	2.8	-0.1	-4.1	11.0	-4.4	-6.6
43	COc1ccc(C(C[N+](=O)[O-])c2c(-c3ccccc3)cc3ccccn23)cc1OC (stereo not drawn)	2.8	-58.6	16.4	-3.3	-1.5	5.3	-2.9	22.5	-3.8
44	CCOc1ccccc1OCCOCCOc1ccccc1[N+](=O)[O-]	3.6	21.3	21.0	7.6	2.6	-1.7	3.9	2.0	7.6
45	Clc1ccc(CCNc2nc3ccccc3s2)cc1	-5.3	25.9	-24.5	24.9	2.0	16.1	4.0	21.6	2.8
46	Nc1c(N(CCO)C(=O)COc2ccc(Cl)cc2)c(=O)[nH]c(=O)n1Cc1ccccc1	0.8	15.5	-1.0	4.1	-0.3	-14.1	-9.6	10.4	-2.6
47	CN1C(C(=O)Nc2ccc(F)cc2F)=CC(c2ccco2)=NS1(=O)=O	-6.7	-30.0	5.5	-0.4	1.5	-7.3	7.8	12.8	-1.8
48	O=C(C(=O)N1CCN(c2cccc(Cl)c2)CC1)c1c[nH]c2ccccc12	-1.1	7.2	21.2	6.8	-1.9	0.0	2.1	-13.0	8.7

Next part
#	Structure	SENP8 block-1	SENP8 block-2	NALP3 yeast inh	Apaf-1 inh	SENP1 inh	SENP6 block	SENP7 block	PfG6PD inh	HKDC1 inh
49	Cc1ccc(C(=O)Cn2c(NCCO)nc3ccccc32)cc1	2.0	16.2	-3.9	0.7	2.1	-13.6	2.1	-4.1	-2.7
50	CCOc1ccc(N(CC)C(=O)COc2cc(=O)n(C)c3ccccc23)cc1	-5.0	4.1	4.8	-1.9	2.7	-15.9	9.7	32.6	-1.3
51	COc1ccc(-c2nc3ncnn3cc2C)cc1F	-7.3	-429.0	-3.3	-1.5	-0.7	-6.0	1.1	4.0	1.8
52	CCOC(=O)c1cnc(-n2nc(C)cc2C)nc1NCc1ccc2c(c1)OCO2	-8.3	-1.5	10.3	10.0	-1.0	-9.5	-10.7	20.0	0.6
53	CC(=O)N1N=C(c2ccc(C)cc2)OC1c1ccc(C(C)C)cc1 (stereo not drawn)	-2.8	4.6	24.0	36.1	0.9	65.7*	66.4*	6.6	-1.4
54	COc1cc(NC(=O)COC(=O)/C=C/c2ccccc2Cl)cc(OC)c1	-6.2	14.4	9.9	4.2	3.3	-16.9	-1.6	9.5	-2.4
55	Cc1ccc(S(=O)(=O)NCc2ccc3[nH]c(C)cc3c2)cc1	-4.2	-10.1	3.2	29.3	-24.0	-1.7	6.1	19.2	1.3
56	CC1CCN(S(=O)(=O)c2cccc(-c3nnc(-c4cccnc4)o3)c2)CC1	-8.5	6.0	22.5	16.5	-1.6	-17.7	-5.0	7.7	-0.5
57	CSc1ccccc1NC(=O)CN(c1ccccc1)S(=O)(=O)N(C)C	-0.2	16.8	0.6	-1.7	2.4	-8.9	3.5	-11.8	-5.3
58	Nc1ncnc(Nc2ccc(F)cc2)n1	-11.0	16.5	-2.8	-0.3	1.6	-13.2	-0.7	15.4	-4.2
59	O=C(Cn1ncc2c3ccccc3n(Cc3ccccc3)c2c1=O)N1CCN(c2ncccn2)CC1	-2.7	-94.7	2.8	30.9	-1.8	-5.8	-3.4	10.1	6.7
60	COc1ccc(CNC(=O)C(=O)NCC2OCCN2S(=O)(=O)c2cccs2)cc1 (stereo not drawn)	3.1	8.5	17.1	4.5	-2.5	-16.2	0.2	-6.4	-2.5

No enrichment for hits. About 4.1% of those tested had a hit in this group.
